DT40 TDP1 no CPT: qHTS for Inhibitors of human tyrosyl-DNA phosphodiesterase 1 (TDP1): qHTS in cells in absence of CPT; DT40 Tdp1-/- hTDP1 cells, no CPT, ATP luminescence, 48 h; 15% of 420,000 active; Potency, µM (series often up to 46.2 µM), without a hit: at the top dose activity change, negative = growth inhibition, usual class: inhibitors; note: nearly all actives have a fitted effect of over 55% in size
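A cellular qHTS used chicken DT40 cells lacking endogenous Tdp1 but carrying stably transfected human TDP1. Compounds were applied without camptothecin, and cell growth kinetics were judged by ATP-dependent luminescence after ≥48 hr.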
DT40 TDP1 CPT: qHTS for Inhibitors of human tyrosyl-DNA phosphodiesterase 1 (TDP1): qHTS in cells in presence of CPT. chicken DT40 Tdp1-/-;hTDP1 cells + 20 nM CPT, ATP luminescence, 48 h. Potency, µM (highest dose often 46.2 µM), inactives show top-dose activity change, negative = growth inhibition, hits mostly inhibitors. 12% of 420,000 active; note: nearly all actives have a fitted effect of over 55% in size
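Chicken DT40 Tdp1-/- cells complemented with human TDP1, 400 cells/well, exposed to compounds plus 20 nM camptothecin for at least 48 h at 37 C; viability read as ATP content by CellTiter-Glo luminescence.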
GCN5L2 inh: qHTS Assay for Inhibitors of GCN5L2. Histone acetyltransferase KAT2A (Homo sapiens), Q92830. GCN5L2 HAT assay, ThioGlo1 CoA-SH fluorescence. Potency, µM (top dose mostly 58.9 µM), without a hit: at the top dose activity change, negative = inhibition, hits mostly inhibitors. 0.21% of 390,000 active. AID 504327, 2011
Target sequence (Q92830 whole entry, looked up): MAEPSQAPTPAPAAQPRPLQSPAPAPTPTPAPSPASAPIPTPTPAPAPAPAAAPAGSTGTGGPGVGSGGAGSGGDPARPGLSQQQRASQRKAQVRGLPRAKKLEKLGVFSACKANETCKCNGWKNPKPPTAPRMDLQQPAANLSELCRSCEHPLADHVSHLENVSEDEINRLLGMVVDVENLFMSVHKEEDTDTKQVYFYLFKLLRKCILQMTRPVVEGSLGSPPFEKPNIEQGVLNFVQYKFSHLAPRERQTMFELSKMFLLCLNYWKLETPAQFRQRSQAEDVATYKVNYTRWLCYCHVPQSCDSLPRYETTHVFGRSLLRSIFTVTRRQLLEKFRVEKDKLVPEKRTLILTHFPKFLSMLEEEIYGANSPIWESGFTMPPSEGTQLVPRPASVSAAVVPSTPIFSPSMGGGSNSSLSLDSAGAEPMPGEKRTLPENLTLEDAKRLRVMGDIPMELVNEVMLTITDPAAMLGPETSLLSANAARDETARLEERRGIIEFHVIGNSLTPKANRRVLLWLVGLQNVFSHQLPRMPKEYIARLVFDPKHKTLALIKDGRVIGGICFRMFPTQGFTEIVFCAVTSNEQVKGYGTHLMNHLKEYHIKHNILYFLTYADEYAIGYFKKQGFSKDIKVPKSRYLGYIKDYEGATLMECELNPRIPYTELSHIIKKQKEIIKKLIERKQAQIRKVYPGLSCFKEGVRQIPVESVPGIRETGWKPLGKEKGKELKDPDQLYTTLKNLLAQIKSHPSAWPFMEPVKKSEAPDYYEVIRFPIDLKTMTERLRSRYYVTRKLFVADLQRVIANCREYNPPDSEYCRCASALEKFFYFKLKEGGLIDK
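GCN5L2 (20nM final) in 50mM HEPES, 0.1mM EDTA pH 7.5, 0.01% Tween-20 was preincubated 15 min at room temperature with compound, then given ThioGlo1 (50uM), H3(1-25) peptide (75uM) and acetyl-CoA (70uM); CoA-thiol fluorescence (Ex340/Em540) was read at 0 and 20 min.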
An asterisk follows results filed as active; ? = inconclusive; . = not tested or not shown; & = joins results of further samples. Calls come from the whole dose curve; as a rule, active = well fitted curve in the direction sought with a large enough effect; inconclusive = small, poorly fitted or top-dose-only effect, or another doubt; inactive = no such curve, though single readings can be large; an effect the other way counts as inactive or inconclusive. % is set by controls: 0 for no effect and ±100 for the full control effect; potency is the fitted concentration of half-maximal effect.

No.	Molecule	GCN5L2 inh	DT40 TDP1 no CPT	DT40 TDP1 CPT
1	CN(c1ccccc1)S(=O)(=O)c1ccc(Cl)c(C(=O)OCC(=O)N2CCOCC2)c1	-8%	10%	2%
2	COc1ccc(OC)c2c1sc(=NC(=O)C(C)C)n2C	-8%	?	23µM*
3	CCN(CC)CCC(O)(c1ccc2c(c1)OCO2)c1cc(OC)c(OC)c(OC)c1 (stereo unspecified)	.	-18%	-5%
4	O=C(O)c1ccccc1Nc1cc(Cl)c2nonc2c1[N+](=O)[O-]	-14%	-21%	5%
5	Cc1cc(-c2ccc(S(=O)(=O)N3CCN(c4ccccc4F)CC3)s2)on1	-9%	-16%	?
6	Cc1ccc(C2=NNC(c3cccc(F)c3)S2)cc1 (stereo unspecified)	-5%	-7%	-17%
7	CN(CC(=O)Nc1ccc(Cl)c(C(F)(F)F)c1)C(=O)c1ccccc1SCC(=O)N1CCCC1	.	?	18µM*
8	Cc1cccc(-c2nc(CS(=O)CC(=O)NC(C)CCc3ccccc3)c(C)o2)c1 (stereo unspecified)	-8%	?	?
9	CSc1ccc(CSCC(=O)N2CCN(S(=O)(=O)c3ccc(C)cc3C)CC2)cc1	-7%	?	26µM*
10	CCOc1ncccc1C(=O)Nc1cc2c(cc1Br)OCCO2	-7%	12µM*	21µM*
11	S=c1[nH]nc(Nc2ccccc2Cl)s1	25µM*	5%	-1%
12	CC(=O)Nc1ccccc1OCC(=O)NC1CCCCC1C (stereo unspecified)	-3%	-12%	-15%
13	Cc1cc(C(=O)Nc2sccc2C#N)c2ccccc2n1	-3%	5%	3%
14	O=C(c1cccc([N+](=O)[O-])c1)N1CCN(c2ccc(N3CCOCC3)nn2)CC1	-2%	-4%	6%
15	N#Cc1ccccc1S(=O)(=O)N1CCN(C(=O)CN2C(=O)NC3(CCCC3)C2=O)CC1	-11%	-12%	1%
16	Cc1cccc(NC(=O)C2CCC(CNS(=O)(=O)c3ccc4c(c3)CCCC(=O)N4)CC2)c1C (stereo unspecified)	18%	-26%	?
17	CC(=O)NC12CC3CC(C1)CC(C(=O)N(C)Cc1cccc(Cl)c1Cl)(C3)C2	-1%	-3%	?
18	O=C(CCSCc1ccccc1Cl)N1CCN(c2ccccn2)CC1	23%	-28%	-18%
19	CC(=O)c1c(C)[nH]c(C2=NNC(=NCc3ccccc3)SC2)c1C	-2%	?	?
20	CCCCOc1ccc(S(=O)(=O)NCc2csc(-c3ccc(OC)cc3)n2)cc1	-7%	?	?
21	CC(=O)N1CCc2c(sc3c2c(=O)n(-c2ccccc2)c(=O)n3Cc2ccccc2Cl)C1	-2%	-4%	-3%
22	CC(=O)Nc1ccc(NC(=O)C(C)N2CCN(S(=O)(=O)c3ccc(C)cc3)CC2)cc1 (stereo unspecified)	-14%	-25%	-16%
23	CCN(CC(=O)Nc1ccc(NC(C)=O)cc1)C(=O)c1n[nH]c(=O)c2ccccc12	-8%	-2%	2%
24	O=C(CCC(=O)N1CCOc2ccc(Cl)cc21)NCc1ccccc1	-8%	-22%	2%

Record cards, from the list above. Values in the order: GCN5L2 inh | DT40 TDP1 no CPT | DT40 TDP1 CPT
CC(=O)NC12CC3CC(C1)CC(C(=O)N(C)Cc1cccc(Cl)c1Cl)(C3)C2 is entered as -1% | -3% | ?
CCCCOc1ccc(S(=O)(=O)NCc2csc(-c3ccc(OC)cc3)n2)cc1 is entered as -7% | ? | ?
O=C(c1cccc([N+](=O)[O-])c1)N1CCN(c2ccc(N3CCOCC3)nn2)CC1 is entered as -2% | -4% | 6%
CC(=O)c1c(C)[nH]c(C2=NNC(=NCc3ccccc3)SC2)c1C is entered as -2% | ? | ?

The listing continues:
No.	Molecule	GCN5L2 inh	DT40 TDP1 no CPT	DT40 TDP1 CPT
25	O=C1C=C(OCc2ccccc2)CN1	0%	-6%	-29%
26	CN(Cc1ccccc1)S(=O)(=O)c1ccc(NC(=S)NC(=O)C2CCCCC2)cc1	6%	15µM*	12µM*
27	Cc1ccc(OCC(=O)NNC(=O)c2ccoc2C)c(Br)c1	-12%	?	-22%
28	Cc1c(NC(=O)c2cc(-c3ccc(Br)cc3)on2)c(=O)n(-c2ccccc2)n1C	-7%&-3%	?	?
29	CCC(=O)N1CCN(c2ccccc2NC(=O)Cc2ccccc2)CC1	0%	-18%	?
30	O=C(O)C1=C[C@H](c2ccc3c(c2)OCO3)C[C@H](OCc2ccc(CO)cc2)O1	.	-64%	-7%
31	Nc1nc(N)c(N=O)c(N)n1	.	-4%	0%
32	COc1ccc(N2CC(NS(=O)(=O)c3ccc4ccccc4c3)CC2=O)cc1OC (stereo unspecified)	-4%	?	?
33	O=C(NC1CCN(c2ncccn2)CC1)c1ccccc1Cl	-2%	-14%	-6%
34	CN(C)P(=NC(=O)COc1ccc(Cl)cc1Cl)(N(C)C)N(C)C	-6%	?	?
35	COc1ccnc(CSC(N)=Nc2ccccc2OC)c1	1%	13µM*	?
36	CCOC(=O)N1CCN(Cc2nc3c(c(=O)[nH]c(=O)n3C)n2CCCc2ccccc2)CC1	-1%	-10%	-6%
37	CC12CN3CC(C)(CN(C1)C3c1cc(Br)ccc1O)C2=O (stereo unspecified)	1%	?	3%
38	COc1ccc(OC)c(CNC(=O)CCNC(=O)Cn2ccc3ccccc3c2=O)c1	-4%	-13%	-2%
39	Cc1cc(O)c(-c2cc(C(=O)Nc3sc4c(c3C(=O)NCc3ccco3)CCC4)[nH]n2)cc1C	-2%	-7%	-13%
40	COc1cc2c(cc1OC)C(Nc1ccccc1)=NC(C)(C)C2	-3%	-12%	-19%
41	O=C(Nc1sc2c(c1C(=O)O)CCCC2)c1cccs1	-4%	-5%	-7%
42	CC(C)CCOc1ccc(Cl)cc1CN1CCOCC1	-7%	?	?
43	Cc1cn([C@H]2C[C@H](O)[C@@H](CNCc3ccc(N4CCN(C)CC4)cc3F)O2)c(=O)[nH]c1=O	.	-9%	4%
44	CC1CCC(NC(=O)COC(=O)CNC(=O)c2ccc3ccccc3c2)CC1 (stereo unspecified)	-8%	-20%	-9%
45	COc1ccccc1N(CC(=O)NCCN1CCOCC1)S(=O)(=O)c1ccc(C)cc1	-2%	-6%	-6%
46	Cc1ncn(C23CC4CC(CC(O)(C4)C2)C3)n1	-3%	11%	3%
47	COc1cc(/C=N/Nc2nc(C)nc3c2cnn3-c2ccccc2)ccc1O	-18%	2.9µM*	2.9µM*
48	Cc1ccc(-n2c(N)c(C(=O)Nc3c(C)n(C)n(-c4ccccc4)c3=O)c3nc4ccccc4nc32)cc1	3%	?	?

Entries above containing an aryl thioether with sulfur outside any ring, in the order listed:
No.	Molecule	GCN5L2 inh	DT40 TDP1 no CPT	DT40 TDP1 CPT
7	CN(CC(=O)Nc1ccc(Cl)c(C(F)(F)F)c1)C(=O)c1ccccc1SCC(=O)N1CCCC1	.	?	18µM*
9	CSc1ccc(CSCC(=O)N2CCN(S(=O)(=O)c3ccc(C)cc3C)CC2)cc1	-7%	?	26µM*

Going on with the list.
No.	Molecule	GCN5L2 inh	DT40 TDP1 no CPT	DT40 TDP1 CPT
49	Cc1ccc(-n2nc(C)c3c(C)cc(=O)n(CC(=O)Nc4cc(Cl)ccc4C)c32)cc1	2%	2%	-13%
50	O=C(NC(=S)Nc1ccc(N2CCOCC2)cc1)c1ccc2c(c1)OCCO2	-4%	23µM*	?
51	Cc1cc(NC(=O)CSc2nc(=O)cc(N)n2-c2ccc(C)c(C)c2)no1	-6%	0%	-14%
52	CCC(c1nnnn1Cc1ccco1)N(CCc1ccccc1)Cc1cc2cccc(C)c2[nH]c1=O (stereo unspecified)	-24%	29µM*	?
53	CCCNC(=O)c1cc(C2CCCCN2C(=O)c2cc(OC)c(C)c(OC)c2)on1 (stereo unspecified)	.	?	21µM*
54	C#CCn1cnc2c(oc3ccccc32)c1=O	0%	-2%	1%
55	CN(CC(=O)Nc1ccccc1Br)C(=O)c1ccccc1Cc1ccccc1	-10%	?	?
56	COCCCNC(=O)C(C#N)c1nc2ccccc2nc1N1CCN(Cc2ccccc2)CC1 (stereo unspecified)	1%	?	23µM*
57	CCOc1nc(Nc2cc(Cl)ccc2OC)nc(OCC)n1	1%	?	21µM*
58	Cc1ccc(-c2nn3c(=O)cc(CN4CCN(C(=O)/C=C/c5ccccc5)CC4)nc3s2)cc1	-18%	-15%	-12%
59	Cc1ccc(C)c(NC(=O)C(CC(C)C)N2Cc3ccccc3C2=O)c1 (stereo unspecified)	-10%	?	?
60	O=C(CN1C(=O)COc2ccccc21)NCCCN1CCN(Cc2ccccc2)CC1	-11%	1%	-4%
61	O=C1NC(=S)N/C1=C/c1cccn1-c1ccc([N+](=O)[O-])cc1	-19%	-27%	-23%
62	COc1cc(NC(=O)COC(=O)C2CC2)c(C)cc1[N+](=O)[O-]	-4%	-1%	-5%
63	Cc1ccc(S(=O)(=O)N2CCCCC2CCNC(=O)C(=O)NCC2CCCO2)cc1 (stereo unspecified)	-6%	-23%	?
64	COc1cccc(CNC(=O)CN2C(=O)c3ccccc3S2(=O)=O)c1	0%	1%	-38%
65	CN(C)C(=O)CCc1ccc2c3c([nH]c2c1)[C@]1(C)[C@@H](C(=O)N2CCOCC2)C[C@H](CC(=O)NCc2ccco2)C(=O)N1CC3	2%	-13%	-11%
66	O=S1(=O)CC(N2CCCCC2)CN1Cc1cn(Cc2ccc(C(F)(F)F)cc2)nn1 (stereo unspecified)	.	-22%	-7%
67	COc1cccc(NC(=O)C2CCN(c3cc(C)nc4c(-c5ccc(Cl)cc5)c(C)nn34)CC2)c1	-4%	-10%	-4%
68	CCOC(=O)C(NC(=O)CC)(Nc1ccc(S(N)(=O)=O)cc1)C(F)(F)F (stereo unspecified)	0%	0%	-14%
69	C/C(=N\NS(=O)(=O)c1ccc(Cl)cc1)c1ccc(NC(=O)c2ccco2)cc1	-3%	-12%	-4%
70	O=C(/C=C/c1ccccc1)NCCOc1ccccc1	-1%	7%	8%
71	Cc1ccc(NC(=O)CCC(=O)NNC(=O)Nc2cccc(Cl)c2)c(C)c1	?	2%	4%
72	CS(=O)(=O)c1cccc(-c2nnc(NC(=O)c3ccc(S(=O)(=O)N4CCCC4)cc3)o2)c1	-5%	3%	-1%
73	Cc1ccc(C(=O)Nc2cccc(-c3nc(CNC(=O)[C@@H]4C[C@@H](C)NC(=S)N4)c(C)o3)c2)s1	.	?	-13%
74	O=C1c2ccccc2C(O)(c2ccccc2)N1c1ccc([N+](=O)[O-])cc1Cl (stereo unspecified)	.	-19%	-8%
75	O=c1c(Cl)c(N2CCN(c3ccc(F)cc3)CC2)cnn1C12CC3CC(CC(C3)C1)C2	7%	?	?
76	COc1cc2c(cc1OC)CN(C(=O)c1ccc(S(=O)(=O)N(C)c3ccccc3)cc1)CC2	-7%	15µM*	?
77	Cc1cccc(-c2noc(-c3c(C)noc3C)n2)c1	-1%	-19%	-4%
78	CCC1(c2ccc(F)cc2)NC(=O)N(CC(=O)Nc2cccc(S(=O)(=O)N3CCOCC3)c2)C1=O (stereo unspecified)	.	-13%	-19%
79	CCN1CCN(Cc2nc(N)nc(Nc3ccc(C)c(C)c3)n2)CC1	-18%	14%	-10%
80	CNC(=O)c1ccc(N(Cc2ccccc2C)S(C)(=O)=O)cc1	0%	3%	-4%
81	CCCCN(CC)Cc1c(O)ccc2c3c(c(=O)oc12)CCC3	-24%	-28%	-28%
82	COc1cccc(/C=C2\SC(N3CCC(C)CC3)=NC2=O)c1OC	-15%	-15%	?
83	O=C(C1CCC(CNS(=O)(=O)c2cccs2)CC1)N1CCCCC1 (stereo unspecified)	-3%	?	-14%
84	Cc1cnc(C(=O)OCC(=O)NC(=O)c2ccccc2)cn1	-1%	6%	4%
85	CC(NC(=O)CCN1C(=O)c2ccccc2C1=O)c1ccc2c(c1)CCCC2 (stereo unspecified)	-3%	-12%	-7%
86	CC(CCc1ccccc1)NC(=O)CCNC(=O)Cn1ccc2ccccc2c1=O (stereo unspecified)	-3%	-3%	11%
87	COc1ccc(C2c3[nH]c4ccccc4c3C[C@H]3C(=O)N(CCCO)CC(=O)N23)cc1OC (stereo partly specified)	?	-14%	6%
88	COc1ccc(-c2nc3ccccc3c(=O)n2CCOc2ccc(C)cc2C)cc1	-19%	-24%	-10%
89	O=C(CSc1nnc(-c2cccc(F)c2)o1)NC1CCCC1	-6%	-13%	?
90	COc1ccccc1NC(=O)c1nnn(CC(=O)Nc2cc(C)cc(C)c2)c1N	-20%	-21%	-2%
91	CCNC(=O)C(CCSC)NS(=O)(=O)c1ccc(C)cc1 (stereo unspecified)	-7%	9%	0%
92	CC(C)C(=O)NCC(c1ccc2c(c1)OCO2)N1CCN(c2ccccc2)CC1 (stereo unspecified)	-8%	-13%	-1%
